# Assay outcomes from PubChem.
# EBV gp42 block = inhibitors of Epstein-Barr virus glycoprotein 42; Q1HVG2; Fluorescence polarization binding assay, mP read-out; inhibition, % (tested at 21.74 µM); 220,000 compounds, 0.42% hits; in the data active = inhibition above about 50%
# TRPML3 ag = agonists of human TRPML3 channel; Q8TDD5; HEK293 TRPML3-YFP, Fluo-8 calcium fluorescence; 100% = the carbachol control signal; activation, % at 3 µM; 220,000 compounds, 0.29% hits; AID 1448;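 active = activation above its plate's cutoff, the mean activation of the plate's test wells plus 3 SD, cut at about 12% in these data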;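 note: 0% = DMSO only wells and 100% = carbachol wells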
#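 system = HEK293 cells stably carrying human TRPML3-YFP | doses = one concentration, 3 µM nominal, 0.3% DMSO | timing = dye loading 1 h 37 °C then 30 min ambient, 125 s read | detection = Fluo-8 calcium dye fluorescence, ex 470-495, em 515-575 nm | benchmarks = high control carbachol 87 µM, low control DMSO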
# zfTRPN1 agonist = zebrafish TRPN1 (NompC) channel agonism | HEK293 zebrafish TRPN1-YFP, Fluo-8 calcium fluorescence; 100% = response to 87 µM carbachol | activation, % at 3 µM | 220,000 compounds, 0.18% hits | AID 1424;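 active = activation above its plate's cutoff, the mean activation of test wells on that plate plus 3 SD, cut at about 19% in these data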;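 note: 0% = DMSO alone and 100% = 87 µM carbachol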
#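 Material: zebrafish TRPN1-YFP in HEK293 cells. Doses: one dose of 3 µM, 0.3% DMSO. Incubation: dye 1 h 37 °C plus 30 min RT. Measured by: intracellular calcium fluorescence with Fluo-8.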
# TNF death inh = blocks TNF-alpha induced death of Jurkat FADD-/- cells | activation (protection from cell death), % at 10 µM | Jurkat FADD-/- TNF necroptosis rescue, ATP luminescence, 24 h; 0 = TNF only, 100 = no-TNF cells | 220,000 compounds, 0.068% hits | AID 463075;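 active = activation, meaning protection from cell death, of at least 50% relative to plate controls; inactive = activation below 50%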;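 note: necroptosis triggered by 40 ng/mL TNF-alpha added together with compound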
# CHOP inh = blocks CHOP induction under ER stress; CHO-K1 CHOP-promoter luciferase, tunicamycin-induced, 15-18 h; inhibition, % at 10 µM; 220,000 compounds, 3.8% hits;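 active = compounds that reduced the stress-induced luciferase reporter signal by more than about 70% of percent inhibition, limit read from the data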;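 note: 0% = tunicamycin plus vehicle and 100% = wells without tunicamycin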
# NCF1 inh = blocks human p47phox regulatory protein of NADPH oxidases; inhibition, % at 24.7 µM; P14598; p47phox/p22phox peptide binding, fluorescence polarization, 2 h; 220,000 compounds, 0.53% hits;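 active = inhibition above about 30%, limit read from the data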;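 note: 0% = p47phox with labelled peptide and 100% = labelled peptide alone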
# Target sequence (P14598 whole entry, looked up): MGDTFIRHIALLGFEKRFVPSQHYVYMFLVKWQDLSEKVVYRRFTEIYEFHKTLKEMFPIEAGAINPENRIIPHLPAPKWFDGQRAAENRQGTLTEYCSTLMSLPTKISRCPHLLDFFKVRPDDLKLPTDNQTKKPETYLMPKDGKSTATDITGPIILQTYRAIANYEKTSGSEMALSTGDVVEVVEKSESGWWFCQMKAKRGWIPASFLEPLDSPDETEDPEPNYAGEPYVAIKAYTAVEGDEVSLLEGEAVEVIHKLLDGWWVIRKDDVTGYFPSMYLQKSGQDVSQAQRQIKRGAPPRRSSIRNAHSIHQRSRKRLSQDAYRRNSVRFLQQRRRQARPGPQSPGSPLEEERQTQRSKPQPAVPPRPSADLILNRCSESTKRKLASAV
# Runt-SMMHC FRET = inhibitors of human RUNX1 Runt domain binding to CBFb-SMMHC; Q01196+Q13951; Cerulean-Runt/Venus-CBFb-SMMHC FRET ratio 530/480, 1 h; inhibition, % at 20 µM; 220,000 compounds, 0.74% hits; AID 1434;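 active = mean inhibition across duplicate retests at 20 µM reaching about 50%, limit read from the data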;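 note: 0% = DMSO wells and 100% = wells with excess untagged CBFb-SMMHC; inhibitors lower the FRET ratio by blocking Runt binding to CBFb-SMMHC; some results filed as inactive read as strong as hits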
# Target sequence (Q01196 whole entry, looked up, the tested form may be a part): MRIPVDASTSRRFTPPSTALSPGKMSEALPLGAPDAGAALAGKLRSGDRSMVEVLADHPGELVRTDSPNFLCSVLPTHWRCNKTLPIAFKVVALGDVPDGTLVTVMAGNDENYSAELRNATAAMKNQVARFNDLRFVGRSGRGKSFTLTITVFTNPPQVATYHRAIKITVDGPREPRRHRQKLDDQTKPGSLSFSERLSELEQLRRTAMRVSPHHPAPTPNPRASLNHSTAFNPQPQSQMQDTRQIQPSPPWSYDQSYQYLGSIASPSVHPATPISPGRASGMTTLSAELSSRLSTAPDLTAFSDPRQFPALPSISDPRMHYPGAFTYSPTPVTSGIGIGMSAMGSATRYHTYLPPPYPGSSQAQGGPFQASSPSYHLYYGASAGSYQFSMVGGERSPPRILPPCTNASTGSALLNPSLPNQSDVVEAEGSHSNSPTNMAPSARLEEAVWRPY
# Target sequence (Q13951 whole entry, looked up, the tested form may be a part): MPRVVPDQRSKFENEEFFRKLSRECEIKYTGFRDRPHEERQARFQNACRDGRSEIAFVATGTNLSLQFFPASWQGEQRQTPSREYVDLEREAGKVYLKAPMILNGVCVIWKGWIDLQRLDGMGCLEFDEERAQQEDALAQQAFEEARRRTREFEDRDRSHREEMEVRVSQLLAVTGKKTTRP
# PPC-1+TRAIL kill = PPC-1 cancer cell killing with TRAIL present. cell killing (% activity), % at 4 µM. PPC-1 cells + TRAIL, ATPLite viability luminescence. 220,000 compounds, 0.41% hits;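 active = cell killing above 50% in the first pass at 4 µM, then a duplicate retest at 5 µM averaging 50% or more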;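 note: plate controls were cells with TRAIL plus DMSO for no effect and medium-only wells lacking cells for full effect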
# Mdm2 ligase inh = inhibitors of human Mdm2 E3 ubiquitin ligase; cell-based MDM2 ubiquitination luciferase reporter, 2 h; 0 = plate control, 100 = twice control, blank-subtracted; signal enhancement, % at 5 µM; 210,000 compounds, 0.11% hits;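 active = signal enhancement of 30% or more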;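 note: luminescence tracks abundance of the self-degrading MDM2-luciferase fusion protein; higher signal means inhibition of MDM2 E3 ligase activity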
#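 Assay system: stable mammalian line carrying autodegrading MDM2–luciferase fusion reporter; Input: 2000 cells in each well; Compound dosing: single-point 5 µM; Schedule: 2 h compound exposure at 37 °C; Signal: SteadyLite luciferase luminescence after 15 min room-temperature reagent incubation; Evaluation: % luminescence enhancement versus blank-corrected plate control mean; Benchmarks: plate controls and plate blanks.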
# An asterisk follows results filed as active; nt = not tested or not shown. Hits appear at their usual frequency. About 5.9% of those tested had a hit in this group.
mol	EBV gp42 block	TRPML3 ag	zfTRPN1 agonist	TNF death inh	CHOP inh	NCF1 inh	Runt-SMMHC FRET	PPC-1+TRAIL kill	Mdm2 ligase inh
Cc1ccc(-n2cc(CNCCCn3ccnc3C)c(-c3ccc(F)cc3)n2)cc1	4	1.2	-0.5	-0.9	-23	6	2	21	-8
C=CCn1c(C)cc(C(=O)COC(=O)/C=C/c2ccc(OC)cc2)c1C	-8	0.5	2.0	-0.1	22	-17	-1	12	-7
CCNC(=O)NC1(C(=O)Nc2ccc3c(c2)CCC3)CCCCC1	-22	0.7	0.0	-1.7	-12	3	2	17	2
N#CC(Nc1ccccc1)c1ccccc1OCc1ccccc1 (centres undefined)	-6	0.4	-0.8	-2.1	89*	-6	-2	0	-11
CNC(=O)CC1C(=O)N(Cc2ccccc2)C(=S)N1NC(=O)c1cccc(F)c1 (centres undefined)	-23	1.1	2.2	2.0	-9	3	-4	19	2
O=C(CCNC(=O)OCc1ccccc1)NC1CCCCCC1	-14	0.1	1.3	1.0	-8	-16	2	10	nt
COc1ccc(Nc2nc3ccccc3c(=O)s2)c(OC)c1	-14	0.6	0.7	0.1	60	-19	3	18	-21
COc1ccc(-n2ncc3c(N4CCN(Cc5ccccc5)CC4)ncnc32)cc1	2	1.2	4.2	-7.2	2	8	0	17	-18
COc1ccc(C(=O)N2CCCC(CCC(=O)NCc3ccc(F)c(F)c3)C2)cc1F (centres undefined)	-9	1.6	-0.8	0.4	43	7	-1	25	-7
NS(=O)(=O)c1ccc(NC(=O)CN2CCCc3ccccc32)cc1	-19	1.1	1.3	6.9	0	-18	2	11	-8
COc1cccc(-c2csc(NC3OC(=O)c4c3ccc(OC)c4OC)n2)c1 (centres undefined)	-19	0.1	-1.6	-2.1	-8	5	-7	11	-11
Cc1cc(C)nc(-n2nc(C)c(Oc3ccccc3O)c2C)n1	-3	8.1	-1.1	-1.5	0	2	-6	4	3
Cc1ccc(CC2CC(=O)N(c3nc4ccccc4s3)C2=O)cc1 (centres undefined)	6	1.2	1.2	1.0	8	-28	4	38	-2
CCOC(=O)c1cc2sccc2n1CC(=O)N1CCCC1	-11	1.0	-2.1	-3.1	-9	-12	-1	19	-14
CC(=O)Nc1cc(C(N)=O)c(Cl)cc1Cl	-14	1.4	-0.3	-3.5	-14	-14	-2	22	-39
C/C(=N\NC(=O)c1cccc(N/N=C(\C)c2ccco2)c1)c1ccco1	12	0.3	-0.9	-0.6	-27	-19	-5	-2	-5
CCNc1nc(NC(C)(C)C)nc(N(C#N)CC)n1	-15	-1.5	-1.8	-0.2	18	-9	-3	7	3
Cc1cc(C)n(C(=O)CCCn2cc([N+](=O)[O-])cn2)n1	-9	-0.9	-1.2	0.2	7	nt	0	16	-1
O=C(CCc1nc2ccccc2[nH]c1=O)OCc1ccc(S(=O)(=O)N2CCOCC2)cc1	-2	0.7	2.5	-0.1	6	-7	-2	0	19
CCOc1ccc(N=Nc2c(C)noc2C)cc1	-8	0.7	-0.8	-0.6	36	-3	0	20	-4
Cc1ccccc1C(=O)Nc1ccc(O)c2c(=O)cc(-c3ccccc3Cl)oc12	-19	nt	nt	-0.6	9	1	0	10	22
O=C(CSc1nnc(Cn2nnc3ccccc32)o1)Nc1ccc(Cl)cc1	-7	0.5	-0.8	-0.4	10	-13	2	16	4
Cc1ccc(C(c2nnnn2C2CCCCC2)N(C)C2CCCCC2)cc1 (centres undefined)	-12	0.0	-0.2	-0.7	63	3	-2	5	-19
CSc1nc2ccc(NC(=O)c3nn(C(C)C)c(=O)c4ccccc34)cc2s1	-15	-0.1	0.8	1.6	10	-10	-8	38	-6
COc1ccc(NC(=O)CN2C(=O)C(C)Oc3ccccc32)c(OC)c1 (centres undefined)	-7	0.2	1.3	1.9	27	2	-31	8	-26

mol	EBV gp42 block	TRPML3 ag	zfTRPN1 agonist	TNF death inh	CHOP inh	NCF1 inh	Runt-SMMHC FRET	PPC-1+TRAIL kill	Mdm2 ligase inh
CC(C)CC1NC(=O)N(Cc2cc(=O)n3ccsc3n2)C1=O (centres undefined)	-2	0.2	1.6	0.9	3	2	-1	-15	-8
COC(=O)C1C2C=CC3(CN(c4cccc(Cl)c4)C(=O)C13)O2 (centres undefined)	-7	0.2	1.4	0.2	10	5	-1	0	-22
CCc1ccc(CN(C)Cc2nc(Cc3ccc(OC)c(OC)c3)no2)nc1	-5	0.1	0.1	-0.4	13	-7	-6	11	0
S=C(NCC1CCCO1)NC1CC1 (centres undefined)	-8	0.8	0.4	0.1	13	1	4	1	-4
Cc1ccc(NC(=O)N[C@H](C(=O)O)C(C)C)c(C)c1	-11	1.2	-0.9	1.1	22	0	-2	-2	-4
Cc1cc(C)n(/N=C/c2cc(Cl)cc(Cl)c2O)c(=O)c1	34	0.5	0.2	-1.4	22	-5	61	1	7
CCCCCN(C(=O)NC(=O)Nc1cccc(C)c1C)S(C)(=O)=O	-10	3.0	7.8	1.2	9	-1	0	23	6
Clc1ccccc1-c1nnc(-c2ccc3c(c2)OCO3)o1	-6	-0.2	-0.7	-0.1	18	-1	-4	47	-6
Cc1ccc2[nH]cc(CCNC(=O)c3cccnc3)c2c1	4	1.4	1.5	-1.2	13	-3	2	7	-8
N=c1c(C(=O)NC2CCCC2)cc2c(=O)n3ccccc3nc2n1C1CCCC1	-11	0.3	-0.6	-0.3	2	-2	-21	30	-14
COc1cc(OC)c(C(=O)NCC2CCCO2)cc1OC (centres undefined)	-16	1.1	-1.3	0.9	-13	8	1	0	-7
CCCCOc1ccccc1Cn1c(=O)oc2ccc(C)cc21	5	-0.1	-1.4	-1.0	59	-4	4	-12	-10
CCC(Sc1n[nH]c(=O)[nH]c1=O)C(=O)OCc1ccccc1 (centres undefined)	5	0.3	1.0	1.6	43	-7	-2	23	-16
CCOCc1cnc(C)nc1NCC(=O)c1c(C)[nH]c2ccc(OC)cc12	-60	0.4	0.5	0.2	20	-1	10	6	-16
COC(=O)c1c(NC(=O)Nc2ccc(Cl)cc2)sc(C)c1C	-17	0.7	0.1	0.8	100*	-18	-1	19	-11
CCOC(=O)C1CCN(C(=O)c2ccc(NC(=O)C3CCCO3)cc2)CC1 (centres undefined)	-5	-0.6	1.2	-1.4	-12	-8	-5	21	-1
COC(=O)c1sccc1NC(=O)Cc1ccc(Br)cc1	-11	-0.2	-0.8	-0.7	41	-20	-8	18	-10
O=c1onc(-c2ccc(Cl)cc2)n1Cc1ccc(F)cc1	-25	-0.7	-1.6	1.1	41	-3	-1	18	-14
O=C(CCc1nnc(-c2ccccc2)o1)NCc1c(F)cccc1F	-16	0.7	1.2	-0.3	-10	-5	4	12	-14
CCOC(=O)C(=O)N(Nc1ccccc1C)c1ccccc1C	-4	0.5	-0.6	-2.9	11	5	nt	nt	1
CCCc1nnc(NC(=O)Cn2c(=O)oc3ccccc32)s1	-2	0.8	0.8	-0.9	11	-1	0	7	-19
CC1CN(c2ccccc2)C(=O)CS1 (centres undefined)	-11	1.0	0.1	-0.1	7	0	-1	9	-2
COc1ccc2oc(C)c(C(=O)c3ccc([N+](=O)[O-])cc3)c2c1	9	-0.1	-2.3	1.2	39	-11	1	11	-20
CCCCN(CCCC)S(=O)(=O)c1ccc(C(=O)Nc2nnc(COC)o2)cc1	-13	-1.0	-1.9	-1.6	32	0	-8	-6	6
COc1ccc(NC(=O)CC2C(=O)N(c3ccc(OC)cc3)C(=O)N2C(C)C)cc1 (centres undefined)	-11	-0.7	-3.6	0.8	-6	-19	2	-8	-13

# Arranged by count of non-hydrogen atoms (smallest number first): three of the compounds above
mol	EBV gp42 block	TRPML3 ag	zfTRPN1 agonist	TNF death inh	CHOP inh	NCF1 inh	Runt-SMMHC FRET	PPC-1+TRAIL kill	Mdm2 ligase inh
CCNc1nc(NC(C)(C)C)nc(N(C#N)CC)n1	-15	-1.5	-1.8	-0.2	18	-9	-3	7	3
COC(=O)C1C2C=CC3(CN(c4cccc(Cl)c4)C(=O)C13)O2 (centres undefined)	-7	0.2	1.4	0.2	10	5	-1	0	-22
N#CC(Nc1ccccc1)c1ccccc1OCc1ccccc1 (centres undefined)	-6	0.4	-0.8	-2.1	89*	-6	-2	0	-11

# (listing goes on)
mol	EBV gp42 block	TRPML3 ag	zfTRPN1 agonist	TNF death inh	CHOP inh	NCF1 inh	Runt-SMMHC FRET	PPC-1+TRAIL kill	Mdm2 ligase inh
Cc1ccc(O)c(-c2cc(C(F)(F)C(F)F)[nH]n2)c1	2	1.3	1.6	-16	55	-6	2	-5	-11
CCOc1ccc2nc(NCCNC(=O)CC)c(C#N)cc2c1	17	-0.5	-0.9	-1.8	13	-3	95*	7	-7
CC(C)CC(C)NNC(=O)c1cc2ccccc2[nH]1 (centres undefined)	-8	0.5	-0.1	-0.7	25	1	3	4	-8
c1ccc2c(c1)NC1(CCCC1)n1c-2nc2ccccc21	-11	0.1	-0.8	-4.1	3	-27	16	12	-9
Cc1ccn2c(NC(=O)c3ccccc3)c(-c3cccs3)nc2c1	-10	-0.2	0.2	-2.1	-30	-34	-4	12	3
CC1CCN(C(=O)CSc2nnc(CNC(=O)c3ccco3)o2)CC1	-8	1.3	2.3	1.5	-10	0	0	-24	-9
C1CCN(c2nc3nonc3nc2NCC2CCOCC2)CC1	7	0.6	-0.1	-0.3	21	2	-3	8	-3
COc1ccc(C(=O)NC2CCN(C(=O)Nc3ccccc3Cl)CC2)cc1	-23	0.1	0.6	0.2	6	-10	1	1	-24
COc1cccc(/C=N/NC(=O)c2ccc(=O)n(C)c2)c1O	1	0.5	-0.2	-5.0	56	-6	0	-5	-5
CCCC(C)C(=O)Nc1ccc(S(N)(=O)=O)cc1 (centres undefined)	-15	-0.1	-0.6	1.7	7	-2	-11	14	-33
c1ccc(N2CCN(c3c4c(nc5ncnn35)CCC4)CC2)cc1	-3	0.1	2.7	-5.1	28	-9	1	0	-15
Cc1nc2ccc(NC(=S)N3CCOCC3)cc2nc1C	5	0.4	-1.0	1.0	3	-10	-23	-11	nt
N#Cc1ccc(OCc2nnc(SCC(=O)c3ccccc3)n2-c2ccccc2)cc1	-11	0.2	0.4	1.2	0	4	-4	20	-10
COC(=O)c1cn(NC(=O)/C=C/c2cccc(OC)c2OC)c(=O)c2ccccc12	-14	0.8	-0.3	0.9	64	16	-1	6	11
COc1cc2c(cc1NC(=O)c1cc(-c3ccccn3)nc3ccccc13)oc1ccccc12	-15	0.8	0.3	4.3	33	-15	-12	1	-8
Clc1ccc(C2=Nn3c(nnc3-c3cc(-c4ccccc4)n[nH]3)SC2)cc1	-6	1.4	1.9	-20	-27	6	-18	5	-1
C=C1SC(=Nc2ccccc2Cl)N(C(=O)c2sc3ccccc3c2Cl)C1(C)C	-7	0.1	-0.8	0.5	-2	-15	4	8	-6
